miR-122 sensor: blocks miR-122 activity in Huh7 sensor cells; Huh7 miR-122 Renilla luciferase sensor, 48 h; neutral wells = 0, positive control = 100; activation (reporter increase), % at 12.5 µM; 0.3% of 340,000 active; AID 602342;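 active = mean replicate activation score at least 90 and every replicate individually at or above 90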;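 also: higher luciferase means less miR-122 activity so hits act as miR-122 inhibitors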
ERAP1 HTS inh: inhibitors of human ERAP1 aminopeptidase. Q9NZ08. recombinant ERAP1, Leu-AMC fluorescence, 60 min. inhibition, % at 10.7 µM. 0.15% of 340,000 active;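 active = mean replicate inhibition of at least 30%, or all replicates individually reaching that 30% level; inactive = mean below 30% and not every replicate reaching it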;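 also: 0% = neutral control wells and 100% = L-leucinethiol positive control wells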
PGC1a acetyl inh: lowers PGC1a acetylation signal in U2OS cells; AID 651687; 0.17% of 350,000 active; inhibition, % at 15.6 µM; AlphaScreen anti-acetyl-lysine; with virally co-expressed GCN5 acetyltransferase;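 active = every replicate shows inhibition of at least 40%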;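 also: 0% = neutral control wells and 100% = positive control wells; some results beyond the cut were filed as inactive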
RAD54 branch: blocks human RAD54 Holliday junction branch migration | Q92698 | FAM/BHQ fluorescence | inhibition, % at 10.4 µM | 0.14% of 360,000 active;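 active = mean normalized replicate activity at least 40 and at least half of replicates scoring 40 or more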;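 also: 0% = median of neutral control wells and 100% = median of positive control wells; inhibitors cause a drop in the FAM fluorescence signal; in these data hits start at about 50%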
RAD52 inh: blocks human RAD52 DNA annealing. 0.46% of 360,000 active. P43351. recombinant RAD52 DNA annealing, FRET fluorescence. AID 651710. inhibition, % at 18.7 µM;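 active = every replicate showing at least 50% inhibition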
Target sequence (P43351 whole entry, looked up): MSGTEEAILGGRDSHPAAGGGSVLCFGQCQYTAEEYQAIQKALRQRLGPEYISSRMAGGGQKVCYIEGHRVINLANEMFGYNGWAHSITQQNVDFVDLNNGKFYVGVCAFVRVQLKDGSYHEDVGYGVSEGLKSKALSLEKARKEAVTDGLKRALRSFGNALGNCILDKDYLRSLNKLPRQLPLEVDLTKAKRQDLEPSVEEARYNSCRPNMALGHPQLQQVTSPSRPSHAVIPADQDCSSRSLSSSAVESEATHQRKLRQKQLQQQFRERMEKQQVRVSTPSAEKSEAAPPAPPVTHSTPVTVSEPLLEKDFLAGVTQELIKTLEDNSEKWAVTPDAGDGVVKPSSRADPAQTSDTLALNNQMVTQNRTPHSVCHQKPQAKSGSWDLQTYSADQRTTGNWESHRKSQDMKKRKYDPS
Cneo AK release: Cryptococcus neoformans lysis via adenylate kinase release. 0.2% of 360,000 active. lysis activity, % at 15 µM. C. neoformans lysis, adenylate kinase release luminescence, 4 h; normalised: neutral wells 0, clomiphene wells 100;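 active = mean lysis activity across replicates of at least 80%, whatever share of replicates individually reach that level; inactive = mean lysis activity below 80%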
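Test system: log-phase Cryptococcus neoformans yeast cells. Input: 5 × 10^6 yeast cells/mL. Medium: fresh YPD growth medium. Doses: single dose. Incubation: static 4 h at 37 °C with compound, 1 h detection. Measured by: luminescent adenylate kinase detection reagent. Read-out: signal increase indicating cell lysis. Benchmarks: Clomiphene.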
PglD inh: blocks C. jejuni PglD acetyltransferase activity; 0.098% of 360,000 active; inhibition, % at 12.5 µM; AID 602405; purified PglD enzyme, DTNB colorimetric CoA detection; in the data active = inhibition above about 16%, passing the limit was not always enough; also: strong numbers were not always called active
E-sel inducer: induces E-selectin expression in human endothelial cells. HUVEC E-selectin immunofluorescence imaging; normalized: neutral wells 0, TNF-alpha wells 100. 0.37% of 260,000 active. P16581. activation, % at 7.58 µM. AID 686992;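 active = mean E-selectin-positive cell signal at least 10% of the positive control, reached in at least 60% of replicates, without over 20% cell loss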;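 also: in these data hits start at about 27%; measured in HUVEC primary endothelial cells; signal is the percent of cells scored E-selectin positive by PE staining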
Target sequence (P16581 whole entry, looked up): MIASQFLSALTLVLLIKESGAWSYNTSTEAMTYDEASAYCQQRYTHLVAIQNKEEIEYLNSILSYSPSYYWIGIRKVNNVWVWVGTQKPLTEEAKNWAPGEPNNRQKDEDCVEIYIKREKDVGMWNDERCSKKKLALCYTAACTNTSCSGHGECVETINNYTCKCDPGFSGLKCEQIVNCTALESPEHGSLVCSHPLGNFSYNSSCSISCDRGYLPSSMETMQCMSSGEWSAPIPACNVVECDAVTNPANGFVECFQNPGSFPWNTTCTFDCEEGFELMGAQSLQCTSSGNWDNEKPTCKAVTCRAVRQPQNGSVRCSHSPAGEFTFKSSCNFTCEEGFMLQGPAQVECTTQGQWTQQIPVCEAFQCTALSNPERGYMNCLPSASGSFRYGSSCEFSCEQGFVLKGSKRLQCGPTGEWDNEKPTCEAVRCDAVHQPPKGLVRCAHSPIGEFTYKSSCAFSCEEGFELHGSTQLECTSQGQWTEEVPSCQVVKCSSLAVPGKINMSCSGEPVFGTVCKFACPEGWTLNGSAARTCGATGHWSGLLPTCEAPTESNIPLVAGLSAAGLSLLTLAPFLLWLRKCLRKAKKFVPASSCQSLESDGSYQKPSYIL
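Read-out: % PE-positive cells | Test system: HUVEC | Doses: One compound dose added by pin transfer | Buffer or medium: EGM-2 over gelatin coat | Signal: Immunofluorescence imaging | Benchmarks: TNF-alpha, DMSO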
An asterisk follows results filed as active; x = not tested or not shown; & = joins results of further samples; [ ] = another dose, or the depositor's remark. Rows were taken by chance. About 1.4% of those tested had a hit in this group.

SMILES	miR-122 sensor	ERAP1 HTS inh	PGC1a acetyl inh	RAD54 branch	RAD52 inh	Cneo AK release	PglD inh	E-sel inducer
O=C(CSc1ncccn1)N1CCc2ccccc2C1	-2	0	-8	5	-28	0	1	x
COc1cc(NC(=O)Nc2cccc([N+](=O)[O-])c2)cc(OC)c1	x	0	-1	x	1	x	x	-0.5
O=C(c1cccc(F)c1)N1CC2(C1)[C@H](c1ccccc1)[C@@H](CO)N2C(=O)C1CCCC1	x	0	-9	x	-20	x	x	0.0
COc1cccc(-c2cc(C(F)(F)F)n3nc(N)nc3n2)c1	-2	x	15	5	x	0	-5	x
O=C(c1ccco1)N1CCN(C(=O)C(c2ccccc2)c2ccccc2)CC1	48	x	x	1	x	1	2	x
COc1cc(OC)cc(C(=O)Nc2nc(CC(=O)NCc3ccc(F)cc3)cs2)c1	6	1	x	5	-14	-1	-2	x
Cc1ccccc1-c1nnn(CC(=O)c2ccc(S(=O)(=O)N3CCCC3)cc2)n1	-4	x	-16	0	x	-1	2	0.3
Cc1ccccc1CN1CCN(c2nc3ccccc3s2)CC1	0	-1	-2	3	6	-6	-7	0.1
Cn1ncc([N+](=O)[O-])c1C(=O)N/N=C/c1ccc(F)cc1	1	0	-2	4	-9	3	8	x
CCN(CC)S(=O)(=O)c1ccc(NC(=O)C2COc3ccccc3O2)cc1 (configuration not stated)	-7	x	-17	8	x	-4	-4	x
CCN(C[C@H]1N[C@@](Cc2ccccc2)(C(=O)OC)[C@H]2C(=O)N(C)C(=O)[C@@H]12)S(=O)(=O)c1ccccc1	x	-3	x	-5	1	0	3	2.5
O=C(O)C(Cc1ccccc1)N1C(=O)C2CCCCC2C1=O (configuration not stated)	-1	1	-7	x	-3	x	x	x
COc1ccc(-c2ccc3n(c2=O)C[C@H]2[C@H](CO)[C@@H](C(=O)N(C)C)[C@@H]3N2Cc2ccncc2)cc1	0[16.7 µM]	1	x	-16	0	1	-1	-0.1
O=c1c(-c2nnc(SCc3ccc(Cl)cc3Cl)o2)cccn1Cc1ccccc1	-2	15	6	-4	9	0	6	x
CC(C)NC(=O)N(C)C[C@@H]1Oc2c(NC(=O)Nc3cccc4ccccc34)cccc2C(=O)N([C@H](C)CO)C[C@H]1C	19[16.7 µM]	x	-11	1	12	47	2	0.0
COc1ccc(/C=C/c2nnc(NC(=O)c3ccco3)s2)cc1	-2	-3	12	-4	-23	-1	-1	24
O=C(Cn1nnc(-c2ccc(S(=O)(=O)N3CCCC3)cc2)n1)NCC1CCCO1 (configuration not stated)	2	x	0	-13	x	1	3	x
O=C(/C=C/c1ccccc1)NC(=S)NNC(=O)c1cnccn1	0	x	2	-2	-13	1	-2	x
C[C@@H]1CN([C@H](C)CO)C(=O)Cc2cc(NS(=O)(=O)c3ccccc3)ccc2O[C@H]1CN(C)CC1CCCCC1	-10[16.7 µM]	1	x	-4	7	-2	-1	0.2
C[C@H](CO)N1C[C@H](C)[C@H](CN(C)S(=O)(=O)c2cccs2)Oc2ccc(NC(=O)Nc3ccccc3)cc2CC1=O	-10[16.7 µM]	-2	9	8	-7	-5	-2	-0.2
OC(COc1ccccc1)CN1CCCCC1 (configuration not stated)	-6	-4	-1	-2	-52	1	1	-0.2
O=C(C1CCCC1)N1CCC(CC2CC(c3ccc(Cl)cc3)=NO2)(C(=O)NCC2CCCCC2)CC1 (configuration not stated)	1	0	-27	1	99*	1	-2	-0.2
CN1C(=O)c2cc(NC(=O)c3cccs3)ccc2OC[C@H]2O[C@@H](CC(=O)Nc3ccc4c(c3)COC4)CC[C@@H]21	x	2	0	x	-1	x	x	0.3
CCC(C)C(=O)Nn1c(C2CC2)nc2cc(OC)c(OC)cc2c1=O (configuration not stated)	x	5	15	x	-21	x	x	6.3
CCC(=O)Nc1ccc(C(=O)Nc2ccc3c(c2)C(=O)N(CC2CCCO2)C3=O)cc1 (configuration not stated)	-4	x	-21	-6	x	0	-2	x

The last 6 records of the section above come first, to join the parts.
SMILES	miR-122 sensor	ERAP1 HTS inh	PGC1a acetyl inh	RAD54 branch	RAD52 inh	Cneo AK release	PglD inh	E-sel inducer
C[C@H](CO)N1C[C@H](C)[C@H](CN(C)S(=O)(=O)c2cccs2)Oc2ccc(NC(=O)Nc3ccccc3)cc2CC1=O	-10[16.7 µM]	-2	9	8	-7	-5	-2	-0.2
OC(COc1ccccc1)CN1CCCCC1 (configuration not stated)	-6	-4	-1	-2	-52	1	1	-0.2
O=C(C1CCCC1)N1CCC(CC2CC(c3ccc(Cl)cc3)=NO2)(C(=O)NCC2CCCCC2)CC1 (configuration not stated)	1	0	-27	1	99*	1	-2	-0.2
CN1C(=O)c2cc(NC(=O)c3cccs3)ccc2OC[C@H]2O[C@@H](CC(=O)Nc3ccc4c(c3)COC4)CC[C@@H]21	x	2	0	x	-1	x	x	0.3
CCC(C)C(=O)Nn1c(C2CC2)nc2cc(OC)c(OC)cc2c1=O (configuration not stated)	x	5	15	x	-21	x	x	6.3
CCC(=O)Nc1ccc(C(=O)Nc2ccc3c(c2)C(=O)N(CC2CCCO2)C3=O)cc1 (configuration not stated)	-4	x	-21	-6	x	0	-2	x
CC/C(=N\Nc1ccccc1[N+](=O)[O-])c1ccc(O)cc1	0	2	-3	x	-10	x	x	x
O=C(NCCC(=O)N1CCc2ccccc21)c1ccco1	-4	1	-3	-13	3	-1	-1	x
Cc1ccc(C)c(NC(=O)CCC(=O)NNC(=O)c2cccc([N+](=O)[O-])c2)c1	6	x	2	0	x	18	-4	x
CC(C)CN(C(=O)COc1ccc2ccc(=O)oc2c1)C1CCS(=O)(=O)C1 (configuration not stated)	0	0	-8	-19	0	1	x	x
COc1ccccc1S(=O)Cc1ccc(C(=O)NC2CCCC2)o1 (configuration not stated)	1	x	-1	2	-22	0	1	x
CCc1ccccc1N(CC(=O)NCc1ccco1)C(=O)c1snc(C(N)=O)c1N	1	x	-12	0	x	2	-4	x
O=C(C1CCCN(S(=O)(=O)c2ccc(F)cc2)C1)N1CCCC1 (configuration not stated)	-16	x	1	3	x	0	4	x
O=C(Nc1cnn(Cc2ccc(Cl)cc2)c1)C1CCCC1	-3	x	-6	3	x	0	2	x
Clc1ccc(-c2cn3c(n2)-c2ccccc2C3)cc1Cl	-1	x	9	-7	x	-8	-1	x
COc1cccc(C(=O)Nc2ccc3c(c2)OC[C@@H](C)N(C(=O)C2CCCC2)C[C@H](C)[C@H](OC)CN(C)C3=O)c1	0[16.7 µM]	1	x	-4	8	-3	2	0.0
Cc1cc(-c2cc(C(=O)Nc3ccccc3)on2)nc(NCC2CC2)n1	-8	x	x	-3	8	-1	-1	0.6
COc1ccc(C=CC(=O)c2ccc(OC)c(OC)c2)cc1O	7	6	-13	5	-10	-3	-6	1.4
CCN1CCN(c2ccc(S(=O)(=O)N3CCOCC3)cc2NC(=O)CC(NC(C)=O)c2ccccc2)CC1 (configuration not stated)	-4	1	-13	12	18	1	0	-0.5
CC1=CC(C)=Nc2ccc(C)cc2N1	4&-5	x	-2&-1	1&5	x	0&7	-3&3	x
CCN(CC)S(=O)(=O)c1cc(NC(=O)CSCc2c(C)noc2C)ccc1C	x	0	5	8	-12	0	-6	x
O=C1C2CCC(C2)C1CN1CCOCC1 (configuration not stated)	x	-3	-8	4	2	1	5	-0.1
Cc1ccc(S[C@]2(C(=O)NCc3ccccc3)CC(=O)N(C3CCCCC3)[C@@H]2c2ccc(CO)cc2I)cc1	x	0	0	4	-6	7	-1	x
N/C(COc1ccc(Cl)cc1Cl)=N\NS(=O)(=O)c1ccccc1	-3	x	x	3	x	-1	-3	x
COc1ccc(NC(=O)CCc2nnc3ccc(NCc4ccc5c(c4)OCO5)nn23)cc1	-9	-2	-1	-12	0	-1	4	-0.1
O=c1[nH]c(=S)n(-c2cccc(Cl)c2)c(O)c1/C=N/N1CCOCC1	14	x	-1	4	-17	-1	-1	x
CCN1C(=O)/C(=C/N2CCc3ccccc32)SC1=S	-11	x	-1	-5	x	7	2	x
Cc1cc(Cl)cc(C)c1OCCCCn1ccnc1	11	x	-1	-5	x	2	6	x
CCCC#Cc1cnc2c(c1)C(=O)N([C@H](C)CO)C[C@H](C)[C@@H](CN(C)C(=O)Nc1ccccc1OC)O2	11[16.7 µM]	5	-13	-6	1	-1	-4	0.0
CC1(C)CC(=O)c2cnc(NC(=O)CSc3nc4ccccc4o3)nc2C1	-2	x	2	-3	x	-3	-2	x
Cc1ccc(S(=O)(=O)N[C@@H]2C=C[C@H](CC(=O)N3CCc4ccccc4C3)O[C@@H]2CO)cc1	x	-3	4	3	4	-3	-2	-0.8
More results
SMILES	miR-122 sensor	ERAP1 HTS inh	PGC1a acetyl inh	RAD54 branch	RAD52 inh	Cneo AK release	PglD inh	E-sel inducer
CC(C)c1ccc(N(CC(=O)NCc2ccco2)C(=O)CCC(=O)Nc2ccccn2)cc1	1	1	-21	-1	-11	-1	10	x
O=C(COc1coc(CN2CCc3ccccc3C2)cc1=O)Nc1ccc([N+](=O)[O-])cc1	-7	-1	-2	10	-4	-1	-1	x
O=C(c1cc(-c2cccc(O)c2)on1)N1CCN(C(c2ccccc2)c2ccccc2)CC1	0	1	-32	0	-95	0	1	x
Nc1c(C(=O)CSc2nccn2-c2ccc(Cl)cc2)c(=O)[nH]c(=O)n1C1CC1	-6	2	1	2	-1	0	0	-1.0
COC(=O)c1nc(NC(=O)c2cc(OC)c(OC)c(OC)c2)n[nH]1	-1	1	x	-11	-9	0	-3	x
O=C(O)C1CC(c2cccc(Br)c2)=NO1 (configuration not stated)	-2	x	-1	1	x	2	-1	x
CC(C)(C)c1nc2ccc(NS(=O)(=O)c3ccc(F)c(F)c3F)cc2[nH]1	-5	-1	-9	1	-13	0	2	x
Cc1cc(C)cc(NC(=O)c2ccc(S(=O)(=O)NCc3cccnc3)cc2)c1	x	3	x	10	-5	-1	4	x
Cc1cccc(OCc2nnc(SCc3nc4ccccc4c(=O)[nH]3)o2)c1	-3	x	-13	-8	x	0	1	x
COCCNC(=O)C1(C)CCCN(C(=O)c2cccc(C#N)c2)C1 (configuration not stated)	4	-3	0	0	-10	0	2	0.0
COc1ccc(N2CCN(C3CCCN(S(=O)(=O)c4ccccc4)C3)CC2)cc1 (configuration not stated)	0	3	-1	-7	-8	-1	1	x
CCOC(=O)C1=C(C)OC(N)=C(C#N)C1c1ccsc1 (configuration not stated)	1	4	9	x	-9	x	x	x
C/C=C/c1cnc2c(c1)C(=O)N([C@@H](C)CO)C[C@@H](C)[C@H](CN(C)Cc1ccc(F)cc1)O2	69[16.7 µM]	5	2	8	6	47	-2	0.3
COC(=O)C[C@H]1C[C@@H]2c3cc(NC(=O)Nc4ccc(C(F)(F)F)cc4)ccc3O[C@@H]2[C@@H](CO)O1	13[16.7 µM]	4	10	6	-5	44	1	0.7
Cc1cccc(-c2nnc(NC(=O)c3ccc(N4C(=O)CCC4=O)cc3)s2)c1	x	4	x	-6	-40	15	9	-0.1
O=C(N/N=C/c1coc2ccccc2c1=O)c1cccc([N+](=O)[O-])c1	-3	1	2	-7	-26	-2	1	x
Cc1ccc2c(c1)c1c(c(=O)n(-c3ccccc3)c(=O)n1CC(=O)NCC1CCCO1)n2C (configuration not stated)	1	0	0	-10	-14	10	-3	3.4
COc1ccc(NS(=O)(=O)c2cccc(C(=O)N3CCCCCC3)c2)cc1	x	-1	4	-6	4	-5	-6	x
COc1cccc(-c2ccc3c(c2)O[C@@H](CN(C)Cc2cccnc2)[C@@H](C)CN([C@@H](C)CO)S3(=O)=O)c1	-3[16.7 µM]	3	3	3	0	6	1	-0.3
S=c1[nH]nc(-c2ccccc2)o1	-4	x	3	3	x	2	4	x
CCC(C)(C)n1nnnc1C(c1ccc(C)cc1)N1CCN(Cc2cccnc2)CC1 (configuration not stated)	1	x	-19	1	x	1	-6	x

Assay outcomes: PubChem, Broad Institute
